# Bioassay records (PubChem BioAssay)
# NR2E3 ag-1: activates human NR2E3 receptor. CHO-S Gal4-NCOR/VP16-NR2E3 two-hybrid, luciferase. inhibition of corepressor binding, % at 3.98 µM. AID 602229. 360,000 compounds, 0.35% hits;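 active = inhibition above the mean of all tested compounds plus 3 SD, cut at about 70% in these data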;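 note: 0% = DMSO with NR2E3 transfected cells and 100% = cells lacking NR2E3 construct; higher means lower luciferase signal from less NR2E3 corepressor binding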
# Target sequence (Q9Y5X4 whole entry, looked up, the tested form may be a part): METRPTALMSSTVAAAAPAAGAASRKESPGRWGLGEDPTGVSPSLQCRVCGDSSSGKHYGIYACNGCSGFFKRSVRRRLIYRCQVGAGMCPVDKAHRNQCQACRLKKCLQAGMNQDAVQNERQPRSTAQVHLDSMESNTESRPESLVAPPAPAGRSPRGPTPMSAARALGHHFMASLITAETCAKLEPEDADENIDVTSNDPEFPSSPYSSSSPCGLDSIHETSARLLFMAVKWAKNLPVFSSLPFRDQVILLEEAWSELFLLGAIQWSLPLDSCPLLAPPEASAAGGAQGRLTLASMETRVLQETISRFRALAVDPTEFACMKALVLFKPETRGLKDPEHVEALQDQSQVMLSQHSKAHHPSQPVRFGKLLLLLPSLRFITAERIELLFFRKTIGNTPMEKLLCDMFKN
# TRPM1 prom inh: reduces MITF-dependent TRPM1 promoter luciferase signal; inhibition, % at 12.5 µM; SK-MEL-5 TRPM1 promoter luciferase, 24 h; 330,000 compounds, 0.83% hits;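 active = mean inhibition across replicates of 60% or more, whatever share of single replicates reaches that level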; note: values of inactives mirror those of a sister screen read the other way
# Vif imaging: inhibitors of HIV Vif | 340,000 compounds, 0.35% hits | HEK293T cells, Vif self-association by quenched fluorescence, imaging, 24 h | inhibition, % at 7.49 µM; in the data active = inhibition above about 50%, passing the limit was not always enough; note: some results filed as inactive read as strong as hits
# Shn3 3UTR inh: reduces Shn3 3'UTR luciferase signal in osteoblasts | inhibition, % at 12.5 µM | Clone20 osteoblast Shn3 3'UTR firefly luciferase, 24 h | 360,000 compounds, 0.52% hits | AID 588674;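 active = mean inhibition of at least 75% with every replicate also reaching 75%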;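 note: 0% = median of neutral control wells and 100% = pilot-screen positive control compound; some compounds past the cut are filed as inactive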
# HIF-2a inh: inhibitors of HIF-2a. inhibition, % at 18.8 µM. 360,000 compounds, 0.72% hits. 786-0 RCC cells HIF-2a reporter, luciferase luminescence, overnight. AID 624352;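 active = inhibition of the luminescence signal of 40% or more relative to plate controls, in a single-dose primary screen at 18.75 µM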
# KKLEB tox: counter-screen for CF NF-kB inhibitors: cytotoxicity | KKLEB CF airway cells viability, ATPlite luminescence, overnight; stronger effect = lower value; cells stimulated with P. aeruginosa culture filtrate | activity change (cytotoxicity), % at 5 µM | 360,000 compounds, 0.36% hits | AID 602141;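 active = corrected activity change at or below -50% at 5 µM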
# CF NFkB block: inhibitors of cystic fibrosis induced NF-kB | KKLEB NF-kB-GFP reporter, PAF-induced, GFP fluorescence overnight | inhibition, % at 5 µM | 360,000 compounds, 0.86% hits | AID 588850;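 active = at least 50% inhibition at 5 µM, scaled per plate between neutral and stimulator controls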;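 note: PAF is a Pseudomonas aeruginosa culture filtrate used as stimulus; plate controls were PAF-stimulated DMSO wells for no effect and unstimulated DMSO wells for full effect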
# NR2E3 ag-2: NR2E3 (human) agonism; Q9Y5X4; GST-NR2E3/biotin-RetCOR TR-FRET, 1536-well; inhibition of corepressor binding, % at 4.78 µM; 320,000 compounds, 0.12% hits; AID 2300;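 active = percent inhibition above the cutoff of mean plus 3 SD of all tested compounds, set per screening campaign, cut at about 20% in these data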;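 note: 0% = DMSO wells and 100% = biotin wells as full block of FRET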
#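 System: GST-tagged NR2E3 plus biotinylated RetCOR corepressor; Buffer or medium: pH 7.5 Tris-based buffer; Probe or stimulus: RetCOR corepressor, biotinylated, 7 nM; Doses: compound at 4.8 µM, single dose; Schedule: 5 h incubation at 4 °C; Technique: time-resolved FRET; Evaluation: percent inhibition of TR-FRET ratio; Replication: one well per compound, singlicate testing.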
# Peg3 prom inh: reduces Peg3 promoter-driven luciferase expression in HeLa. HeLa PEG-Prom luciferase reporter, luminescence, overnight. inhibition, % at 20 µM. 360,000 compounds, 1.7% hits;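 active = inhibition of at least 50% at 20 µM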
# CaV13 FRET inh: Disruptors of the CACNA1D IQ motif to Ca2+-dependent inactivation inhibitor domain association, primary screening, Förster resonance energy transfer in intact living …; HEK cells, CFP/YFP FRET ICDI-IQ, plate reader, 10 min; percent FRET-ratio fall versus neutral wells; inhibition, % at 12.3 µM; 340,000 compounds, 0.098% hits;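 active = mean replicate inhibition of at least 30% and at least 1% of replicates passing that level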;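 note: 0% = median of the neutral control wells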
# PDI turbidity: PDI (human) enzyme inhibition | P07237 | PDI insulin aggregation turbidity, A650, 90 min | inhibition, % at 10 µM | 350,000 compounds, 0.052% hits;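 active = mean inhibition across replicates of 30% or more, whatever share of single replicates reach that level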;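 note: absorbance from insulin aggregation driven by PDI reduction with DTT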
# Target sequence (P07237 whole entry, looked up): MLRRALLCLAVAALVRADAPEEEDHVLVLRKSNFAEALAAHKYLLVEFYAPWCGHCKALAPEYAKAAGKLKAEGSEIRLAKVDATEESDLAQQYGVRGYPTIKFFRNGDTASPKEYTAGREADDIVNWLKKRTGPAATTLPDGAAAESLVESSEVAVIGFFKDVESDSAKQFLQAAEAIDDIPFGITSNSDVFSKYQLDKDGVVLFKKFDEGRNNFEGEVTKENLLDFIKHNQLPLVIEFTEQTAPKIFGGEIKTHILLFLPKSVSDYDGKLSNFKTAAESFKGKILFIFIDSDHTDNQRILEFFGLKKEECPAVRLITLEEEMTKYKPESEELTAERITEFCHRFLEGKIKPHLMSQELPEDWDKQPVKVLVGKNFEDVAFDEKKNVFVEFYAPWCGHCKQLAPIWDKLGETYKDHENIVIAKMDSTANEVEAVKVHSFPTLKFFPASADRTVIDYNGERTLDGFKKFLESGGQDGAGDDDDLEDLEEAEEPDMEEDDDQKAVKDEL
# * marks the source's active call; other numbers are inactive results; x = no result given.
SMILES,NR2E3 ag-1,TRPM1 prom inh,Vif imaging,Shn3 3UTR inh,HIF-2a inh,KKLEB tox,CF NFkB block,NR2E3 ag-2,Peg3 prom inh,CaV13 FRET inh,PDI turbidity
O=C(Nc1ncc(Cc2ccccc2)s1)C1=NCCN1,-39,-23,10,-16,-104,-8,-8,-1,-48,-3,11
Cc1c(C(=O)N2CCOCC2)oc2c1C(=O)CC(C)(C)C2,13,0,15,6,6,-2,6,3,-64,-5,5
CCOc1ccccc1Nc1cc(C)nc2nc(C)nn12,-34,6,7,9,9,-12,10,0,9,-5,x
CCOc1cc(/C=N/NC(=O)CNc2cccc(C)c2)ccc1OC(=O)c1ccccc1,11,-2,-5,-5,12,0,-5,-1,-13,-5,0
COC(=O)C[C@H]1C[C@@H]2c3cc(NS(=O)(=O)c4ccc(OC)cc4)ccc3O[C@@H]2[C@H](CO)O1,-3,x,1,-20,-5,2,-14,x,3,-6,-11
O=C(NNS(=O)(=O)c1ccc(F)cc1)c1ccccc1O,8,0,6,-32,16,8,-20,2,12,-1,-2
CC1(C)Cc2c(C#N)c(NCCO)nc(-c3ccco3)c2CO1,-10,-2,x,1,18,-5,12,-4,14,-4,-5
Nc1nc(NCc2ccccc2)nc(-c2ccccc2)n1,-11,2,-2,-18,-58,-16,7,-3,-20,-4,-5
Cc1ccc(S(=O)(=O)N2[C@@H](c3ccc(Cl)cc3)C(C(=O)O)=CC[C@H]2c2ccc(Cl)c(Cl)c2)cc1,40,4,-2,3,11,23,2,2,5,-10,3
Cc1ccc(-c2nnc3ccc(SCC(=O)NCc4ccco4)nn23)cc1,7,4,2,-16,13,0,16,4,16,-6,2
O=C(Nc1ccccc1Cl)c1cccc(NC(=O)c2cccs2)c1,-49,5,8,23,-25,1,-2,x,-6,x,6
COc1ccc(CN2CCN(c3ccccn3)CC2)c(OC)c1,2,1,-9,8,11,-3,2,2,-2,-6,3
O=C(NCCC(F)(F)F)c1cccc2c(-c3ccc(F)c(F)c3)coc12,-55,x,-1,3,-34,11,-8,x,-5,-6,-4
O=C1OCCC1=CN1CCCCC1,6,x,11,60,1,22,-34,x,2,-6,2
O=C(CCN1C(=O)C2C3C=CC(C4CC34)C2C1=O)Oc1cccc2cccnc12 (configuration not stated),-2,-16,x,-16,6,6,1,2,12,-12,0
CCN1C(=O)N[C@@H](c2cccc(C(F)(F)F)c2)[C@@H](C(=O)OC)[C@H]1C,-18,-6,7,1,4,9,-28,0,-2,-3,6
CC(CNC(=O)CN1C(=O)NC2(CCCCC2C)C1=O)c1ccccc1 (configuration not stated),-4,-2,2,-14,0,6,-3,x,16,-7,-1
CCN(CC)C(=O)Cn1cc(S(=O)(=O)CC(=O)Nc2ccc3c(c2)OCCO3)c2ccccc21,-32,-24,-1,-19,-115,3,-6,0,-119,-3,-6
Nc1ccc(Cn2ccc3c4c(N)nc(N)nc4ccc32)cc1,15,85*,-4,75,36,18,-48,x,102*,-9,11
C=CCSc1nnc(Cn2c(=O)sc3ccccc32)n1C,-16,5,6,4,5,0,-3,0,9,-4,x

# Rewritten as labelled records: part of the list above.
Nc1nc(NCc2ccccc2)nc(-c2ccccc2)n1
  NR2E3 ag-1: -11 | TRPM1 prom inh: 2 | Vif imaging: -2 | Shn3 3UTR inh: -18 | HIF-2a inh: -58 | KKLEB tox: -16 | CF NFkB block: 7 | NR2E3 ag-2: -3 | Peg3 prom inh: -20 | CaV13 FRET inh: -4 | PDI turbidity: -5

Cc1ccc(S(=O)(=O)N2[C@@H](c3ccc(Cl)cc3)C(C(=O)O)=CC[C@H]2c2ccc(Cl)c(Cl)c2)cc1
  NR2E3 ag-1: 40 | TRPM1 prom inh: 4 | Vif imaging: -2 | Shn3 3UTR inh: 3 | HIF-2a inh: 11 | KKLEB tox: 23 | CF NFkB block: 2 | NR2E3 ag-2: 2 | Peg3 prom inh: 5 | CaV13 FRET inh: -10 | PDI turbidity: 3

# Next part:
SMILES,NR2E3 ag-1,TRPM1 prom inh,Vif imaging,Shn3 3UTR inh,HIF-2a inh,KKLEB tox,CF NFkB block,NR2E3 ag-2,Peg3 prom inh,CaV13 FRET inh,PDI turbidity
Cc1nc2nc(-c3cccnc3)[nH]n2c(=O)c1Cc1ccccc1,-25,4,-3,-28,1,0,-6,-2,-12,-4,-1
Cc1cc(C)c([N+](=O)[O-])cc1-c1ccc(/C=N/NC(=O)c2nonc2N)o1,-8,-17,6,3,1,4,-34,1,-41,x,-3
CN(C)C(CNC(=O)NC1CCCCC1)c1cccnc1 (configuration not stated),-4,-4,-3,1,11,2,-9,0,12,-3,-11
COc1ccccc1C(=O)N/C(=C\c1ccccc1)C(=O)NC(C)C(=O)O (configuration not stated),-5,5,-3,-3,17,10,3,4,3,-4,0
COc1ccc2c(c1OC)C(=O)OC2Nc1ccccc1S(=O)(=O)C(F)F (configuration not stated),12,7,17,6,4,1,-9,2,-9,-7,6
O=C(CCC1CCCN(C(=O)CCC(F)(F)F)C1)NCc1ccc(F)c(F)c1 (configuration not stated),-34,8,-2,2,-38,-5,0,4,-20,-6,1
CCc1nn(CC(=O)NCCCc2ccccc2)c(=O)c2cc3cc(F)ccc3n12,0,6,-1,0,7,-15,18,0,19,x,2
Cc1cccc(NC(=O)C2(c3ccccc3)CCOCC2)c1,-14,-3,1,2,7,3,10,-1,21,-4,-8
CCOC(=O)C1(Cc2cccc(Cl)c2)CCCN(CCO)C1 (configuration not stated),-1,3,0,-3,17,1,4,0,5,1,2
CCc1cc(C(=O)NCC(c2ccco2)N2CCCCC2)sc1C (configuration not stated),2,-4,-1,-10,7,-3,-13,2,2,-2,-7
CC(C)CC(NC(N)=O)C(=O)OCC(=O)Nc1ccc(SC(F)F)cc1 (configuration not stated),-12,2,-1,70,2,-6,1,4,-4,-7,5
CCCCn1c(N)c(N(CCOC)C(=O)c2cccc(S(=O)(=O)N(C)c3ccc(C)cc3)c2)c(=O)[nH]c1=O,-30,2,-1,-1,5,-5,2,-1,20,-6,-3
CC1CCCN(C2(O)C(=O)Nc3ccc(Cl)cc32)C1 (configuration not stated),-6,9,-14,13,17,1,15,0,22,-3,-3
CCN(CC)C(=O)C(=O)c1ccn(-c2c(C)csc2C(=O)OC)c1,4,3,-1,20,7,5,4,3,18,-19,18
Cc1ccccc1-c1nnc(-c2ccc(Cl)cc2)o1,-63,-32,x,-30,-364,-2,-1,4,-218,-7,-1
C=CCn1c(SCC(=O)Nc2ccc(Br)cc2)nc(O)c(CC)c1=O,5,1,-8,-1,4,-9,6,-2,8,-3,10
CC1(c2ccccc2)NC(=O)N(CC(=O)N(CC(=O)Nc2ccccc2C(F)(F)F)Cc2ccco2)C1=O (configuration not stated),-25,-9,-12,-7,13,12,-14,x,10,-6,1
O=C(NCc1ccccc1)c1csc2c1CCCCC2,-79,-19,-7,0,-97,-7,-10,2,-30,-4,-5
CS(=O)(=O)c1ccc(Cl)c(NC(=O)COC(=O)CCN=C2NS(=O)(=O)c3ccccc32)c1,-12,8,-3,2,5,-11,22,2,-3,-1,0
CCOC(=O)N1CCN(C(=O)c2ccc(N3C(=O)c4ccccc4C3=O)cc2)CC1,-12,2,-13,-10,5,-6,7,1,6,-2,1
O=C(Nc1cc(S(=O)(=O)N2CCOCC2)ccc1N1CCOCC1)c1c(F)cccc1Cl,11,-9,20,-7,7,-10,26,x,-3,-8,2
CC(OC(=O)c1ccc(Cl)nc1)C(=O)NC(C)(C)C (configuration not stated),-15,3,27,0,19,5,7,3,1,15,4
CCc1nc2ccc(C(=O)NCCc3c[nH]c4ccccc34)cn2c1N(C)CCCc1ccccc1,12,x,-1,24,16,17,-42,x,61*,-7,-1
OCC1CCCN(c2ncnc3scc(-c4ccccc4)c23)C1 (configuration not stated),-24,0,-5,-5,21,-28,50*,4,22,-4,-1
CCOC(=O)N1CCC(Nc2c(NCCCN(CC)c3cccc(C)c3)c(=O)c2=O)CC1,21,x,0,15,17,-5,0,3,22,-7,-2
COc1ccc(CC(=O)OCC(=O)c2ccc[nH]2)cc1,9,-16,-4,-2,-46,8,-22,2,-61,-5,4
CCCCOc1cccc(/C=N/NC(=O)c2csc(C)c2C)c1,-26,-18,0,-14,-46,-2,1,0,-42,x,-4
O=C(O)CCCCCCNC(=O)c1cncc(O)c1,-8,7,-3,10,12,-5,17,2,22,-4,9
C=C[C@@]1(C)CC(=O)[C@]2(O)[C@@]3(C)[C@@H](O)CCC(C)(C)[C@@H]3[C@H](OC(C)=O)[C@H](O)[C@@]2(C)O1,21,x,82*,40,1,-12,18,-2,6,x,x
COc1ccc(Cn2c(=O)[nH]c3cc(C(=O)N4CCN(c5ccc(C(C)=O)cc5)CC4)ccc3c2=O)cc1,-3,17,-2,41,-1,-6,-8,1,14,-6,-63
CN(C)CCCNc1nc2cc(-c3ccc(F)cc3)sc2c(=O)n1C,-18,x,-5,15,-41,-7,-4,x,90*,-11,-38
Cc1cc(C)cc(OCC(=O)N(Cc2ccccc2)C2CCS(=O)(=O)C2)c1 (configuration not stated),-13,4,-2,-10,14,-18,1,3,15,-3,-12
COc1ccc(C(C)=O)cc1COc1ccc(Cl)cc1Cl,-1,-22,-4,7,-42,-4,-1,2,-19,-5,7
CCC(C)NC(=O)c1cc(C)no1 (configuration not stated),-11,0,9,-11,4,2,8,2,-3,-5,9
CCc1nc(-c2ccc(-c3ccc(OC)cc3)nc2OC)no1,-103,-19,2,-11,-236,5,9,3,-187,-5,-5
COc1ccc(-c2ccc(SCC(=O)NC3CCCC3)nn2)cc1OC,-13,-17,-1,-8,-53,-3,22,1,-49,-8,9
Cc1cccc(CC2CC(=O)N(c3ccc([N+](=O)[O-])cc3)C2=O)c1 (configuration not stated),4,-15,-1,5,12,7,-5,-1,4,-3,-1
O=C(O)CNC(=O)C(CS)Cc1ccccc1 (configuration not stated),17,4,10,10,25,16,55*,2,-9,-6,-4
CCSC(=O)N=Nc1ccc(O)cc1,-34,8,1,16,6,9,-6,x,-11,-13,-5
CCCOc1ccc(NC(=O)CC2C(=O)N(C)C(=S)N2Cc2ccc3c(c2)OCO3)cc1 (configuration not stated),-27,-9,-4,-10,8,4,-18,-3,11,-3,-2
O=S1(=O)C=CC(c2ccccc2)C1 (configuration not stated),-7,4,-1,-6,21,-8,1,-1,-4,-5,1
CC(CC(=O)Nc1ccc2c(c1)c(=O)n(C)n2Cc1ccc(Cl)cc1)C(F)(F)F (configuration not stated),25,x,3,14,-43,-5,3,x,-38,-6,3
CCN1CCc2c(OCc3ccccc3)cccc2C1=O,16,6,-3,16,1,-15,20,-4,1,-10,-4
CCn1cc(C(=O)N[C@@H](CCSC)C(=O)NC(C)(C)CO)c(=O)c2cc3c(cc21)OCO3,-13,-7,-13,-4,-3,-5,10,0,15,-20,-3
